From PubChem
mouse IAP activators: activators of mouse IAP, confirmation, biochemical, luminescence, single concentration (AID 434970) | activity change, negative = activation, % at 10 µM | purified mouse IAP, CDP-Star luminescence, 30 min; stronger effect = lower value | 11,000 tested, 2.9% active; in the data active = activity change below about -85%;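 also: percent relative to enzyme plus DMSO wells and wells without enzyme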
mouse IAP activators Fold change: also measured in mouse IAP activators; calls as there; activation factor; measured here: IAP activation factor; stronger effect = higher value;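 fold luminescence change scaled to plate control wells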
Active calls of the source: *.

SMILES	mouse IAP activators	mouse IAP activators Fold change
Oc1cc2c(cc1O)[C@H]1c3ccc(O)c(O)c3OC[C@@]1(O)C2	53	0.47

These rows are one share of the data; rates above refer to the full screens.
